Bioassay records from PubChem.
CHO-K1 Ca PAM: nonselective activator or artifact in parental CHO-K1 calcium assay | ATP EC20, Fluo-8 calcium fluorescence; 0% at ATP EC20, 100% at ATP max | activation, % at 3 µM | 360,000 compounds, 0.02% hits | AID 602247;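 active = activation above the run cutoff, the mean activation of all test compounds plus 3 SD, cut at about 40% in these data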;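 also: peak over basal fluorescence ratio in a 140 s read after ATP addition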
CHRM1 agonist: activates human CHRM1 receptor | CHO-K1 hM1, Fluo-8 calcium fluorescence, agonist mode; 0% DMSO, 100% acetylcholine EC100 | activation, % at 3 µM | AID 588814 | P11229 | 360,000 compounds, 0.33% hits;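 active = activation above the run's mean compound activation plus 3 SD, cut at about 16% in these data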;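 also: peak over basal fluorescence ratio within a 140 s kinetic read after compound addition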
Target sequence (P11229 whole entry, looked up): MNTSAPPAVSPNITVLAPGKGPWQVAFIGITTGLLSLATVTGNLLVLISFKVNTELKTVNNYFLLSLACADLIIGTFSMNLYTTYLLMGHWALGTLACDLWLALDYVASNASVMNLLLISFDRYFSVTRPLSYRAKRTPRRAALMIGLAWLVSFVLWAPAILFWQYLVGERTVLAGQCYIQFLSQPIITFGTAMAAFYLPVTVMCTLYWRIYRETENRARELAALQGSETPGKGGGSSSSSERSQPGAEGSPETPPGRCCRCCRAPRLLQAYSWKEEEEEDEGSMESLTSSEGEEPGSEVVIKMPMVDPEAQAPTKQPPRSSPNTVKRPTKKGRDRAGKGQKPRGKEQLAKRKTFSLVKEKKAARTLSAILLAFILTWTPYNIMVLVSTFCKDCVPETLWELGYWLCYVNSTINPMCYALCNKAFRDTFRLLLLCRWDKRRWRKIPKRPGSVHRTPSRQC
CHO parental Ca: signal in parental CHO cells, OX1R antagonist counter-screen. parental CHO-K1, ATP-induced calcium, Fluo-8 fluorescence. inhibition, % at 5.6 µM. 330,000 compounds, 0.63% hits;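 active = inhibition above that plate's mean sample inhibition plus 3 SD, cut at about 26% in these data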;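 also: 0% = ATP-challenged DMSO wells and 100% = DMSO wells without ATP; some compounds past the cut are filed as inactive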
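Test system: untransfected parental CHO cell line; also added: ATP stimulus; dosing: 5.6 µM, single dose; signal: calcium-sensitive Fluo-8 fluorescence; measure: percent inhibition of ATP-evoked calcium rise, normalized to controls; benchmarks: low control ATP plus DMSO, high control DMSO only; replication: one well per compound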
TAAR1 antag: human TAAR1 antagonism; 360,000 compounds, 1.5% hits; CHO RD-HGA16 TAAR1, Fluo-8 calcium fluorescence, antagonist; inhibition, % at 3 µM; Q96RJ0;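 active = inhibition above a per-plate cutoff, the mean inhibition of test compounds on that plate plus 3 SD, cut at about 49% in these data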;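 also: 0% = DMSO plus EC80 beta-PEA response and 100% = DMSO alone without agonist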
Target sequence (Q96RJ0 whole entry, looked up): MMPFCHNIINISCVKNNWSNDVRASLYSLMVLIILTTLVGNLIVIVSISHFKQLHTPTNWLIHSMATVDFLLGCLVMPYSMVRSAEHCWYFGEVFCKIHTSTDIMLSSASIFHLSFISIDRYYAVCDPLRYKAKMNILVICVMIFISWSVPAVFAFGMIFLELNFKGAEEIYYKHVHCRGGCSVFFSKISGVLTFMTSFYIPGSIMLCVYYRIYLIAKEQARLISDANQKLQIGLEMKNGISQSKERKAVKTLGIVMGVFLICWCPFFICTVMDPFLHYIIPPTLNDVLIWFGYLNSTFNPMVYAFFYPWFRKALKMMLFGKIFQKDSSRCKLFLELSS
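Test system: CHO RD-HGA16 cells bearing hTAAR1 | Reagent: β-PEA, EC80 | Compound dosing: 3 µM, single point | Schedule: Dye loading 75 min at 37 °C, then 30 min room temperature | Signal: Calcium fluorescence with Fluo-8 | Evaluation: Percent inhibition of PEA-evoked calcium signal, max/basal emission ratio | Control set: DMSO-only wells and EC80 β-PEA-stimulated wells | Repeats: Singlicate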
OXTR potentiate: potentiators of human oxytocin receptor | P30559 | CHO-OTR cells, Fluo-8 calcium fluorescence, potentiator mode; 0% = oxytocin EC15, 100% = EC100 | activation, % at 3 µM | AID 2445 | 320,000 compounds, 0.061% hits;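 active = activation above that plate's cutoff, the mean activation of tested compounds plus 3 SD, cut at about 6.6% in these data, passing the limit was not always enough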;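 also: 100% uses oxytocin at 75 nM as the full agonist control; some results filed as inactive read as strong as hits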
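Replication – single well per compound, singlicate · Assay system – CHO cell line stably expressing human OTR · Timing – 6 min pre-incubation, 100 s read · Measure – normalized max/min fluorescence ratio, % activation · Doses – 3.0 µM, one dose · Detection – Fluo-8 calcium dye fluorescence · Probe or stimulus – oxytocin near EC15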
CHO-K1 Ca antag: M1 antagonist counterscreen hit in parental CHO-K1 cells; ATP-induced calcium, Fluo-8 fluorescence; 360,000 compounds, 0.6% hits; inhibition, % at 3 µM;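 active = inhibition above a per-plate cutoff, the plate's mean sample inhibition plus 3 SD, cut at about 24% in these data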;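 also: 0% = DMSO plus EC80 ATP and 100% = DMSO alone without ATP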
M1 antag: human CHRM1 antagonism. P11229. CHO-K1 hM1, Fluo-8 calcium fluorescence, ACh EC80 antagonist. inhibition, % at 3 µM. 360,000 compounds, 1.3% hits. AID 588852;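 active = percent inhibition above its own plate's cutoff, namely the mean of that plate's compound wells plus 3 SD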;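 also: peak over basal fluorescence ratio during 140 s after agonist addition; 0% = ACh EC80 plus DMSO and 100% = DMSO alone without agonist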
M1 ag parental: nonselective activator or artifact in parental CHO-K1 cells. Fluo-8 calcium fluorescence; scaled to maximal ATP response, vehicle zero. activation, % at 3 µM. 360,000 compounds, 0.48% hits. AID 602248; in the data active = activation above about 15%;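 also: untransfected CHO-K1 host cells lacking M1 receptor as counterscreen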
TAAR1 agonist: agonists of human TAAR1 | Q96RJ0 | activation, % at 3 µM | 360,000 compounds, 0.99% hits | CHO RD-HGA16 TAAR1, Fluo-8 calcium fluorescence; vehicle wells 0%, saturating PEA agonist 100%;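 active = activation above the mean activation of all test compounds in the run plus 3 SD, cut at about 38% in these data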
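System: CHO-derived RD-HGA16 cells with stable Gα16 and human TAAR1 / Times: 17-24 h plating, Fluo-8 75 min 37 °C, 30 min RT / Technique: calcium-sensitive Fluo-8 signal, excitation 470-495, emission 515-575 nm / Measure: % activation relative to PEA EC100 response / Benchmarks: DMSO and PEA EC100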
Numbers without * were called inactive; nt = not tested or not shown.

SMILES | CHO-K1 Ca PAM | CHRM1 agonist | CHO parental Ca | TAAR1 antag | OXTR potentiate | CHO-K1 Ca antag | M1 antag | M1 ag parental | TAAR1 agonist
COc1ccc(-c2noc(CCC(=O)NCCc3cccc(C)c3)n2)cc1 | -4 | -4 | -16 | -2 | -8 | 1 | -1 | 1.0 | 7
Cc1nc(N2CCOCC2)nc(OC(C)C)c1[N+](=O)[O-] | 20 | -11 | -3 | 15 | 2 | -1 | -11 | 0.3 | -2
CCOC(=O)CC(=O)c1[nH]c(C)c(C(=O)OCC)c1C | -16 | -1 | -17 | -25 | -1 | 0 | 9 | -0.4 | 0
O=S(=O)(c1ccccc1)N1CCN=C1SCc1ccc(Cl)c(Cl)c1 | 22 | -8 | -3 | 6 | -11 | 3 | 17 | 6.9 | 2
COc1ccc(C(C)=O)cc1CSc1ccc2c(c1)OCCO2 | 1 | -7 | -20 | -5 | -19 | -2 | 1 | 3.0 | -4
CCCCNC(=O)c1ccc2nc(CC)c(N(C)Cc3ccc(OC)cc3)n2c1 | 7 | -7 | nt | -10 | nt | -5 | 6 | 1.4 | 1
CCOc1ccc(C(=O)NC(=S)Nc2cccnc2)cc1 | 19 | -4 | 0 | -6 | 2 | -6 | -1 | -0.2 | 1
CCCC(=O)Nc1nc2ccc(OCC)cc2s1 | 3 | 0 | -8 | 6 | -2 | 3 | -11 | 0.2 | -2
COc1ccc(-c2csc(NC(=O)C3CC(=O)N(Cc4ccco4)C3)n2)cc1 (stereo not given) | 13 | -3 | -4 | 11 | -17 | 2 | -7 | 2.6 | 9
O=C(Nc1ccccc1C(=O)Nc1cccnc1)c1ccccc1 | 14 | -8 | -15 | 12 | -1 | 1 | 0 | 2.2 | 2
CC(NC(=O)c1ccccc1NC(=O)c1ccccc1)C(=O)N1CCOCC1 (stereo not given) | 20 | -4 | -8 | -13 | -7 | -15 | -5 | 1.0 | 7
COc1cc(/C=N/NC(=O)CC2(C)OCCCO2)ccc1OCc1ccc(Cl)cc1Cl | 10 | -9 | -1 | 37 | -6 | -5 | 9 | 3.6 | 5
CCOC(=O)COn1c(=O)c(-c2ccc(OC)c(OC)c2)[n+]([O-])c2ccccc21 | nt | nt | -17 | 8 | -8 | nt | nt | nt | 5
O=C(C(=O)N1CCOCC1)c1cn(CC(=O)N2CCc3ccccc3C2)c2ccccc12 | 11 | -4 | -14 | -14 | -10 | -7 | -4 | 0.5 | 2
CCOC(=O)C(C)Sc1nc2ccccc2c(=O)n1CC (stereo not given) | 26 | -3 | -18 | -2 | 5 | -15 | -29 | 0.3 | 1
O=C(O)CCCCCNC(=O)Cn1nnc2ccccc2c1=O | 13 | 0 | -1 | -7 | 0 | 12 | -11 | -0.2 | 1
O=C(CN1CCN(Cc2ccc3c(c2)OCO3)CC1)Nc1ccc(F)cc1 | 16 | -9 | -6 | -22 | -7 | -6 | 30 | 0.1 | 41*
CCC(CC)c1nnc(NC(=O)C2CC(=O)N(CCc3ccc(OC)c(OC)c3)C2)s1 (stereo not given) | 0 | -2 | -28 | 2 | -4 | 4 | -7 | 0.0 | 1
C=CCN1C(=O)C(O)(CC(=O)c2ccco2)c2cc(Br)ccc21 (stereo not given) | 18 | -2 | -10 | -12 | -5 | -13 | -18 | 0.1 | 1
O=S(=O)(c1cccc2ccccc12)N1CCCCC1 | 20 | -5 | nt | -22 | nt | -13 | -11 | 1.0 | 0
Cc1ccc(-c2noc(C3CCCN(C(=O)c4cccc(Cl)c4)C3)n2)o1 (stereo not given) | 7 | -2 | -24 | -10 | -5 | -4 | -37 | 1.5 | -4
CCC(=O)Nc1cccc(NC(=O)c2cccnc2)c1 | 3 | -1 | -2 | 4 | -10 | -12 | -25 | -0.3 | 5
CC1CC1C(=O)N(C)CC(=O)Nc1cccc(F)c1 (stereo not given) | 8 | 1 | -4 | -2 | -8 | -10 | -12 | 0.5 | 3
CCC(=O)NC(=S)Nc1ccc(-c2nc3ccccc3s2)cc1 | 8 | -2 | 2 | -2 | -11 | -6 | -7 | 0.4 | 0
CN(C(=O)c1ccc(NC(=O)Cc2cccc(NC(=O)C3CCCN(C(=O)c4ccccc4)C3)c2)cc1)C1CC1 (stereo not given) | 14 | -3 | nt | -1 | nt | -4 | -16 | 0.4 | 1

Continued, overlapping the part above by 2 compounds.
SMILES | CHO-K1 Ca PAM | CHRM1 agonist | CHO parental Ca | TAAR1 antag | OXTR potentiate | CHO-K1 Ca antag | M1 antag | M1 ag parental | TAAR1 agonist
CCC(=O)NC(=S)Nc1ccc(-c2nc3ccccc3s2)cc1 | 8 | -2 | 2 | -2 | -11 | -6 | -7 | 0.4 | 0
CN(C(=O)c1ccc(NC(=O)Cc2cccc(NC(=O)C3CCCN(C(=O)c4ccccc4)C3)c2)cc1)C1CC1 (stereo not given) | 14 | -3 | nt | -1 | nt | -4 | -16 | 0.4 | 1
C/C(=C\c1ccco1)C1C(C#N)=C(N)OC2=C1C(=O)CC(C)(C)C2 (stereo not given) | 15 | -1 | -15 | 4 | -21 | -5 | -6 | 0.9 | 4
Cc1cccc(C)c1-n1c(C)cc(/C=C2\NC(=O)NC2=O)c1C | 1 | -2 | -20 | 4 | 0 | -2 | -5 | 0.0 | 8
CCn1nc(C(=O)NCCc2ccc3c(c2)OCCO3)c2ccccc2c1=O | -12 | -3 | -15 | 10 | 3 | 2 | 11 | 0.6 | 4
Cc1ccc(S(=O)(=O)CCC(=O)OCC(=O)NC(=O)c2ccccc2)cc1 | -1 | -3 | 4 | 0 | -10 | 5 | -14 | 0.3 | 0
Cc1ccccc1C(=O)N1[C@@H](C(C)C)COc2cc(Br)ccc2S1(=O)=O | 21 | -3 | nt | 18 | nt | -9 | -22 | 0.9 | 0
Clc1cc(Br)ccc1NCc1cccnc1 | -1 | -1 | -15 | -1 | -12 | -3 | -7 | 0.6 | 3
Cc1sc(N/N=C/c2cc([N+](=O)[O-])ccc2O)nc1-c1ccccc1 | -1 | -4 | 1 | -2 | 0 | 5 | -3 | -0.3 | 5
CCOc1cc(CNCCO)cc(Br)c1OCc1ccccc1Cl | 23 | 2 | 4 | 18 | -24 | 0 | -1 | 5.0 | 46*
O=C(NCCOc1ccccc1F)c1ccc2c(=O)n3c(nc2c1)CCC3 | 12 | -4 | -12 | -2 | -3 | -14 | 0 | 1.2 | 2
CCOc1ccc(N2C(=O)Nc3ccccc3C2(O)C(=O)NCc2ccc(OC)cc2)cc1 (stereo not given) | 10 | -4 | -10 | -9 | -16 | -13 | -4 | -0.5 | 0
O=C(NCc1cccnc1)c1ccccc1NS(=O)(=O)c1ccccc1 | -20 | -5 | 0 | -4 | -6 | 1 | -1 | -0.2 | 4
CCN(CC)S(=O)(=O)c1cccc(C(=O)NC(Cc2c[nH]c3ccccc23)c2nnc3n2CCCCC3)c1 (stereo not given) | 18 | -6 | -21 | -5 | -10 | -13 | -9 | -0.2 | 7
O=C(Nc1ccc(Br)cc1Cl)c1ccc(OCC2CCCO2)cc1 (stereo not given) | -10 | -2 | -21 | 4 | -1 | -4 | -11 | 0.5 | 1
CCN1CC(CN(C)Cc2nc(-c3ccc(OC)c4ccccc34)oc2C)CC1=O (stereo not given) | 15 | -4 | -17 | -21 | -1 | -17 | -12 | 1.3 | -1
O=C(O)c1ccc(Cl)c(S(=O)(=O)N(Cc2ccccc2)c2ccccc2Cl)c1 | 9 | -2 | -8 | 7 | -2 | -14 | -16 | 0.1 | 2
NS(=O)(=O)c1cccc(NS(=O)(=O)c2cccc(C(F)(F)F)c2)c1 | 17 | -2 | -24 | 2 | 4 | 1 | -8 | 0.1 | 2
CCN(CC(=O)NCc1cccs1)C(=O)/C=C/c1cc(OC)c(OC)c(OC)c1 | 6 | -2 | nt | -11 | nt | -7 | 0 | 1.4 | 2
Cc1oc2c(C)c3oc(=O)c(CCC(=O)N4C[C@H]5C[C@@H](C4)c4cccc(=O)n4C5)c(C)c3cc2c1C | 14 | -9 | -22 | -4 | 5 | 2 | -4 | -0.6 | -2
O=C(N/N=C/c1ccccc1O)c1cccc(C(F)(F)F)c1 | 17 | -2 | -18 | 6 | -11 | -11 | -8 | 2.8 | 6
Cc1cc(NC(=O)CSc2nnc(CNc3ccc(F)cc3)n2C2CCCCC2)no1 | 19 | -2 | -17 | -8 | -4 | -11 | -5 | 1.3 | 10
O=C(c1cccc2ccccc12)N1CCN(c2ccccc2F)CC1 | 28 | -2 | -12 | -18 | -10 | -17 | -12 | 1.9 | 7
COc1ccc(S(=O)(=O)NCc2ccc3c(c2)cc(C)n3C)cc1 | 1 | -10 | 2 | -10 | -6 | 19 | 19 | 1.7 | 2
Cn1c(=O)c2cc(NC(=O)NCc3ccccc3)ccc2n1Cc1cccc(C(F)(F)F)c1 | 10 | -1 | nt | -20 | nt | -5 | -15 | 2.6 | 3
COc1ccc(C)c2sc(N(CCCN(C)C)C(=O)c3ccc(S(=O)(=O)N(C)C)cc3)nc12 | 16 | -12 | -12 | 2 | -8 | -9 | 5 | 0.9 | 10
CC(=O)Nc1ccc(NC(=O)c2ccc(-n3c(C)ccc3C)cc2)cc1 | 13 | -10 | -7 | -16 | -3 | -1 | -8 | 0.2 | 5
(continued)
SMILES | CHO-K1 Ca PAM | CHRM1 agonist | CHO parental Ca | TAAR1 antag | OXTR potentiate | CHO-K1 Ca antag | M1 antag | M1 ag parental | TAAR1 agonist
CCN(CC)C(=S)NC(=O)Cc1ccccc1 | 5 | -7 | -6 | 15 | 2 | 2 | 6 | 0.2 | 5
Cc1ccc(CCNC(=O)CCNS(=O)(=O)c2ccc3c(c2)oc(=O)n3C)cc1 | 16 | -5 | -19 | -4 | -6 | -14 | 2 | 2.1 | 6
Cc1cc(NC(=O)CSc2ccc(-c3ccc(F)cc3)nn2)no1 | 25 | -3 | -10 | -20 | -16 | -7 | -7 | 0.4 | 1
CC(C)C1(c2ccsc2)NC(=O)NC1=O (stereo not given) | 22 | -3 | nt | -12 | nt | -13 | -9 | 0.7 | 0
Cc1occc1C(=O)Nc1cnn(CCCC(=O)O)c1 | 8 | -2 | 6 | -11 | 4 | -9 | 1 | 0.3 | 3
O=C(O)c1ccc(Cl)c(S(=O)(=O)Nc2ccccc2Cc2ccccc2)c1 | 19 | -4 | -18 | 8 | -23 | -14 | -3 | 0.2 | -1
COC(=O)c1cccc(C(=O)N2CCC(CCC(=O)NCc3ccc(F)cc3)CC2)c1 | 7 | -2 | -26 | -13 | 0 | -12 | -5 | 1.8 | 6
